High-throughput results deposited in PubChem by National Center for Advancing Translational Sciences (NCATS).
APE1 inh: APE1 (human) endonuclease inhibition | P27695 | recombinant APE1, TAMRA/BHQ-2 abasic DNA cleavage fluorescence | Potency, µM (series often up to 65.8 µM), for inactives: at the highest dose activity change, negative = inhibition, most hits filed as inhibitors | 350,000 tested, 0.35% active | AID 2517; active = well fitted inhibition curve with a large enough effect; inconclusive = small, poorly fitted or top-dose-only effect; inactive = no such curve, though single readings can be large or run the other way;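 also: plate controls were vehicle for no effect and reference inhibitor for full effect; nearly all actives have a fitted effect of over 55% in size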
Target sequence (P27695 whole entry, looked up): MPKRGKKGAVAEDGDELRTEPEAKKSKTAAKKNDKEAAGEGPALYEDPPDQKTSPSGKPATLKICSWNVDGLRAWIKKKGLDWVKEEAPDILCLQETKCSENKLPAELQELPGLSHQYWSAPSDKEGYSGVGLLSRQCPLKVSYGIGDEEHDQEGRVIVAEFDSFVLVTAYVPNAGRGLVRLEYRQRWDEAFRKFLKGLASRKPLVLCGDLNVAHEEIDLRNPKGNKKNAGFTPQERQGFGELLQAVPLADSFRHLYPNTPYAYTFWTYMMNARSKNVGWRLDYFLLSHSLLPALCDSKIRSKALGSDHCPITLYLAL
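Kinetic fluorescence read (525 ex/598 em nm, three reads 60 s apart) of AP-site incision; signal = third minus first read. Enzyme 0.75 nM, dual-labelled THF duplex 50 nM, compound preincubation 15 min RT.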
Starred values were filed as active, the others as inactive; ? = inconclusive; & = joins results of further samples; [ ] = remark or other dose. Potency is read from the fitted curve at half-maximal effect. An excerpt; rates above refer to the full screens.

Compound: CCOC(=O)C(C(=O)c1ccccc1)[C@H](CCc1ccccc1)NC(=O)OC (some centres undefined)
- APE1 inh = 3%
Compound: COc1cc(CCN2C(=O)N[C@@H](c3ccccc3)C(C(C)=O)=C2C)cc(OC)c1OC
- APE1 inh = 16%
Compound: C=CC1=C2C=C(C3CC3)N(C3CCCC3)C=C2C(=O)C(C)(OC(=O)c2ccco2)C1=O (centres undefined)
- APE1 inh = -3%[12.4 µM]
Compound: COC(=O)CCCC1=CC2=CC(=O)C(C)(O)C(=O)C2=CO1 (centres undefined)
- APE1 inh = 4%
Compound: CCCCc1nc2c(c3c1C[C@H](C)OC3)CN(C(=O)C1CCCCC1)CC2
- APE1 inh = -3%[12.4 µM]
Compound: CCOC(=O)CN1C(=O)N[C@@H](c2ccccc2)[C@H](C(=O)OC)[C@H]1C
- APE1 inh = -7%[12.4 µM]
Compound: C=CCN1c2ccccc2[C@]23C[C@@H](C(=O)OC)N(S(=O)(=O)c4ccc(C)cc4)C2=NC(C(=O)OC)=C(C(=O)OC)[C@H]13
- APE1 inh = 0%[12.4 µM]
Compound: CCCCS(=O)(=O)N1CCc2nc(-c3ccc(OC)cc3C)c3c(c2C1)CO[C@@H](c1ccccc1)C3
- APE1 inh = -6%[12.4 µM]
Compound: C=C(NC(=O)C(=C)NC(=O)c1csc(C2=NC3c4csc(n4)C4NC(=O)c5csc(n5)C([C@@](C)(O)C(C)O)NC(=O)C5CSC(=N5)/C(=C\C)NC(=O)C(C(C)O)NC(=O)c5csc(n5)[C@]3(CC2)NC(=O)C(C)NC(=O)C(=C)NC(=O)C(C)NC(=O)C(C(C)CC)NC2C=Cc3c(C(C)O)cc(nc3C2O)C(=O)OC4C)n1)C(N)=O (some centres undefined)
- APE1 inh = 23%
Compound: COC(=O)C1(C)C=C(Nc2ccc(OC)cc2)C(=O)N1c1ccc(OC)cc1 (centres undefined)
- APE1 inh = -6%
Compound: C=CCNc1oc(-c2ccc(F)cc2)nc1C#N
- APE1 inh = 49%[activator]
Compound: CCCCC/C=C\C/C=C\CCCCCCCC(=O)NCCCC(=O)O
- APE1 inh = -4%
Compound: COC(=O)C1=C(C(=O)OC)[C@@H]2N(C)c3ccccc3[C@@]23C[C@@H](C(=O)OC)N(S(=O)(=O)c2ccc(Br)cc2)C3=N1
- APE1 inh = -4%[12.4 µM]
Compound: C[C@@H]1C[C@](C)(C(=O)c2ccco2)C=C1c1ccco1
- APE1 inh = ?
Compound: Cn1c2cc([N+](=O)[O-])sc2c2cnn(Cc3ccccc3F)c(=O)c21
- APE1 inh = ?

Some of the entries so far, with the structure last:
APE1 inh	smiles
16%	COc1cc(CCN2C(=O)N[C@@H](c3ccccc3)C(C(C)=O)=C2C)cc(OC)c1OC
-3%[12.4 µM]	C=CC1=C2C=C(C3CC3)N(C3CCCC3)C=C2C(=O)C(C)(OC(=O)c2ccco2)C1=O (centres undefined)
4%	COC(=O)CCCC1=CC2=CC(=O)C(C)(O)C(=O)C2=CO1 (centres undefined)
-3%[12.4 µM]	CCCCc1nc2c(c3c1C[C@H](C)OC3)CN(C(=O)C1CCCCC1)CC2

New compounds follow.
Compound: CC(=O)CC(=O)Nc1ccccc1
- APE1 inh = 1%
Compound: COC(=O)[C@H](COC(C)(C)C)NC(=O)O[C@@H]1C(=O)c2cc(Br)ccc2O[C@H]1c1ccc2c(c1)OCO2
- APE1 inh = -1%
Compound: Cc1ccc2ccccc2c1[N+](=O)[O-]
- APE1 inh = 18%
Compound: Oc1ccc(COC2CCN(Cc3ccccc3)C2)c2cccnc12 (centres undefined)
- APE1 inh = 25%
Compound: COc1ccc2c(c1)C(=O)[C@H](OC(=O)Nc1cc(OC)c(OC)c(OC)c1)[C@@H](c1ccc(OC)c(Br)c1)O2
- APE1 inh = 0%
Compound: CCCCC(CC)COCC1CO1 (centres undefined)
- APE1 inh = 14%
Compound: COC(=O)N1C(/C=C/c2ccc3c(c2)OCO3)=Cc2ccccc2C1CC(C)=O (centres undefined)
- APE1 inh = -9%[12.4 µM]
Compound: Nc1cnn([C@@H]2O[C@H](CO)[C@@H](O)[C@H]2O)c(=O)n1
- APE1 inh = 2%
Compound: CCC(=O)OCC(=O)[C@@]1(OC(=O)CC)[C@H](C)C[C@H]2[C@H]3[C@H]([C@@H](O)C[C@@]21C)[C@@]1(C)C=CC(=O)C=C1C[C@H]3Cl
- APE1 inh = -3%[21 µM]
Compound: C[C@H]1Cc2c(COc3ccccc3)nc3c(c2CO1)CN(C(=O)C1CCCCC1)CC3
- APE1 inh = -5%[12.4 µM]
Compound: CC1(OC(=O)c2cnc3ccccc3n2)C(=O)C=C2C=C(c3ccc(C#N)cc3)OC=C2C1=O (centres undefined)
- APE1 inh = 12%&3%
Compound: CNc1ccc(O)cc1
- APE1 inh = -8%
Compound: COC(=O)C1=C(C(=O)OC)[C@@H]2N(C)c3ccccc3[C@@]23C[C@@H](CO)N(C(=O)c2ccco2)C3=N1
- APE1 inh = -4%[12.4 µM]
Compound: S=C([S-])NCCNC(=S)[S-].[Zn+2]
- APE1 inh = 16µM*
Compound: COc1ccc2c(c1)O[C@@H](c1ccc3c(c1)OCO3)[C@H](OC(=O)N[C@H](C)C1CCCCC1)C2=O
- APE1 inh = 3%

Compound: C=CCNc1oc(-c2cccc(Br)c2)nc1C#N
- APE1 inh = -2%
Compound: COc1ccc2c(c1)C(=O)[C@@H](OC(=O)NS(=O)(=O)c1ccc(C)cc1)[C@H](c1ccc(OC)c(Br)c1)O2
- APE1 inh = -3%
Compound: C=C(C(C)=O)C(O)c1ccco1 (centres undefined)
- APE1 inh = 2%
Compound: Oc1c(Cl)cc(Cl)c(Cl)c1Cl
- APE1 inh = -1%
Compound: CC(C)C[C@@H](CC(=O)N[C@@H](CCC(=O)O)CC(=O)O)NC(=O)[C@@H]1CNCC[C@H]1NC(=O)C[C@H](CCCN)NC(=O)C[C@H](Cc1c[nH]c2ccccc12)NC(=O)[C@@H]1CCCC[C@H]1N
- APE1 inh = 2%
Compound: C=C/C(=C\C)C[C@@H](CC(=O)N[C@@H](CCC(=O)O)CC(=O)O)NC(=O)[C@@H]1CNCC[C@H]1NC(=O)C[C@@H](NC(=O)C[C@H](Cc1ccccc1)NC(=O)[C@@H]1CCCC[C@H]1N)C(C)C
- APE1 inh = 3%
Compound: COC(=O)C1=C(C(=O)OC)[C@@H]2N(Cc3ccccc3)c3ccccc3[C@@]23C[C@@H](C(=O)OC)N(S(=O)(=O)c2ccc(C#N)cc2)C3=N1
- APE1 inh = -3%[12.4 µM]
Compound: ICCc1ccccc1
- APE1 inh = 4%
Compound: C=C(C(=O)OC)C(NC(=O)OC)c1ccccc1 (centres undefined)
- APE1 inh = 5%
Compound: COC(=O)[C@H]1CC2(CC=C(C)C)C(=O)[C@@](CC=C(C)C)(C(=O)C(C(=O)c3ccccc3)=C2OC)C1(C)C (tested in a mixture with another compound)
- APE1 inh = 5%
Compound: CC(C)C[C@@H](CC(=O)N[C@H](CC(=O)N[C@@H]1CCCC[C@H]1C(=O)N[C@H](CC(=O)N[C@@H](CCC(=O)O)CC(=O)O)Cc1ccccc1)C(C)C)NC(=O)[C@@H]1CNCC[C@H]1N
- APE1 inh = 2%
Compound: C=CCC(O)(/C=C/c1ccccc1)c1ccccc1 (centres undefined)
- APE1 inh = 4%
Compound: C=CC1=C(C(=O)O)N2C(=O)[C@@H](NC(=O)/C(=N/OCC(=O)O)c3csc(N)n3)[C@H]2SC1 (stereo in doubt)
- APE1 inh = ?
Compound: CCOC(=O)/C=C/CCC/C=C/C(=O)c1ccccc1
- APE1 inh = -16%
Compound: CN(C)[C@@H]1C(=O)C(C(=O)NCN2CCCC2)=C(O)[C@@]2(O)C(=O)C3=C(O)c4c(O)cccc4[C@@](C)(O)C3C[C@@H]12 (some centres undefined)
- APE1 inh = 7.9µM*

Compound: O=C1CCC=C1C(O)c1ccccc1 (centres undefined)
- APE1 inh = -2%&0%
Compound: O=C(O)c1ccc(CSc2nnc(-c3cccc([S+](=O)([O-])N4CCCC4)c3)n2-c2ccccc2)cc1
- APE1 inh = 5%
Compound: CCCCc1nc2c(c3c1C[C@H](C)OC3)CN(S(=O)(=O)CCCC)CC2
- APE1 inh = -5%[12.4 µM]
Compound: COc1ccc2c(c1)C(=O)[C@@H](OC(=O)NS(=O)(=O)c1ccc(F)cc1)[C@H](c1ccc(OC)c(Br)c1)O2
- APE1 inh = 3%
Compound: CCC(=O)OC1(C)C(=O)C=C2C=C(/C=C/COC)OC=C2C1=O (centres undefined)
- APE1 inh = -12%
Compound: COc1ccc2c(c1)O[C@@H](c1ccc3c(c1)OCO3)[C@H](OC(=O)NS(=O)(=O)c1ccc(C)cc1)C2=O
- APE1 inh = 6%
Compound: O=C(O)CNC(=O)c1ccc([N+](=O)[O-])cc1
- APE1 inh = 11%
Compound: O=NO
- APE1 inh = 0%&1%
Compound: CC(C)C[C@@H](CC(=O)N[C@@H](CCC(=O)O)CC(=O)O)NC(=O)[C@@H]1CNCC[C@H]1NC(=O)C[C@@H](NC(=O)C[C@H](Cc1c[nH]c2ccccc12)NC(=O)[C@@H]1CNCC[C@H]1N)C(C)C
- APE1 inh = 0%
Compound: NCCC[C@@H](CC(=O)N[C@@H]1CCNC[C@H]1C(=O)N[C@H](CC(=O)N[C@@H](CCC(=O)O)CC(=O)O)Cc1c[nH]c2ccccc12)NC(=O)C[C@H](Cc1ccccc1)NC(=O)[C@@H]1CNCC[C@H]1N
- APE1 inh = 2%
Compound: COCC1=Cc2cc3c(cc2C(C(C(=O)OC)C(=O)OC)N1C(=O)OC)OCO3 (centres undefined)
- APE1 inh = -1%
Compound: CCOC(=O)CNC(=O)O[C@@H]1Cc2cc(OC)ccc2O[C@H]1c1cccc(OC)c1
- APE1 inh = 1%
Compound: COC(=O)C1(C(=O)OC)CC2=CCC3C(=O)N(c4ccccc4)C(=O)C3C2Cc2ccccc2[C@@H]1C[N+](=O)[O-] (some centres undefined)
- APE1 inh = 0%
Compound: COC(=O)[C@H](COC(C)(C)C)NC(=O)O[C@H]1C(=O)c2cc(OC)ccc2O[C@@H]1c1ccc(OC)c(Br)c1
- APE1 inh = 1%
Compound: CCCCOCCOCCSC#N
- APE1 inh = 5%

Pulled by structure from the entries so far (two):
Compound: CCCCc1nc2c(c3c1C[C@H](C)OC3)CN(S(=O)(=O)CCCC)CC2
- APE1 inh = -5%[12.4 µM]
Compound: COc1ccc2c(c1)C(=O)[C@@H](OC(=O)NS(=O)(=O)c1ccc(F)cc1)[C@H](c1ccc(OC)c(Br)c1)O2
- APE1 inh = 3%

Later entries:
SMILES | APE1 inh
CC(C)[C@@H](CC(=O)N[C@@H]1CCNC[C@H]1C(=O)N[C@H](CC(=O)N[C@@H](CCC(=O)O)CC(=O)O)Cc1ccccc1)NC(=O)C[C@H](Cc1c[nH]c2ccccc12)NC(=O)[C@@H]1CNCC[C@H]1N | 2%
C[C@]12O[C@H]1[C@@H](O)C(Br)=C(CO)[C@H]2O | 17%
COc1ccc2c(c1)O[C@@H](c1ccc3c(c1)OCO3)[C@H](OC(=O)NS(=O)(=O)c1ccc(F)cc1)C2=O | 1%
Oc1ccc(O)c2c(O)cccc12 | 1.8µM*
C=Cc1ccccn1 | 3%
CC1(C)S[C@@H]2[C@H](NC(=O)C(C(=O)O)c3ccsc3)C(=O)N2[C@H]1C(=O)O (some centres undefined) | 0%[21 µM]
COc1ccc(-c2nc3c(c4c2C[C@H](c2ccccc2)OC4)CN(S(=O)(=O)c2ccc4c(c2)OCCN4C)CC3)c(C)c1 | -3%[12.4 µM]
COc1cccc([C@@H]2Oc3ccc(OC)cc3C[C@H]2OC(=O)NS(=O)(=O)c2ccc(C)cc2)c1 | 8%
CCCCCCCC1=CC2=C(Cl)C(=O)C(C)(OC(C)=O)C(=O)C2=CN1C (centres undefined) | -5%
COC(=O)C/C=C/[C@@H](C)[C@H](NC(=O)OCC(Cl)(Cl)Cl)c1cccc(OC)c1 | 2%
COC(=O)C1=C(C(=O)OC)[C@@H]2N(C)c3ccc(OC)cc3[C@@]23C[C@@H](C(=O)OC)N(C(C)=O)C3=N1 | -3%[12.4 µM]
C=C(C(C)=O)C(O)c1ccc([N+](=O)[O-])cc1 (centres undefined) | -1%
C=CCN1c2ccccc2[C@]23C[C@@H](C(=O)OC)N(C(=O)COCc4ccccc4)C2=NC(C(=O)OC)=C(C(=O)OC)[C@H]13 | 1%[12.4 µM]
COC(=O)CCC(=O)OC1(C)C(=O)C2=CN(Cc3ccco3)C(c3ccc(OC)cc3)=CC2=C(Br)C1=O (centres undefined) | -4%[12.4 µM]
COc1ccc(-c2nc3c(c4c2C[C@H](c2ccccc2)OC4)CN(S(=O)(=O)c2ccc(Cl)c4nonc24)CC3)c(C)c1 | -1%[12.4 µM]
COc1ccc(NC(=O)N2CCc3nc(-c4ccccc4)c4c(c3C2)CO[C@@H](C)C4)cc1 | 8%[12.4 µM]
COc1ccc(-c2ccc3nnc(-c4ccccc4OC)n3n2)cc1OC | 54%[activator]
O=C(O)c1ccc(C(=O)O)cc1 | 3%

For convenience, three of the compounds above.
SMILES | APE1 inh
COc1ccc(NC(=O)N2CCc3nc(-c4ccccc4)c4c(c3C2)CO[C@@H](C)C4)cc1 | 8%[12.4 µM]
COc1ccc(-c2ccc3nnc(-c4ccccc4OC)n3n2)cc1OC | 54%[activator]
O=C(O)c1ccc(C(=O)O)cc1 | 3%

Rewritten with the structure last: 3 of the compounds above.
APE1 inh | Compound
3% | C=Cc1ccccn1
0%[21 µM] | CC1(C)S[C@@H]2[C@H](NC(=O)C(C(=O)O)c3ccsc3)C(=O)N2[C@H]1C(=O)O (some centres undefined)
-3%[12.4 µM] | COc1ccc(-c2nc3c(c4c2C[C@H](c2ccccc2)OC4)CN(S(=O)(=O)c2ccc4c(c2)OCCN4C)CC3)c(C)c1
